Screens deposited in PubChem by Sanford-Burnham Center for Chemical Genomics.
H9c2 TAG inh: inhibitors of triacylglycerol accumulation, primary screen, cell-based, uHTS, fluorescence, H9c2. H9c2 cells, Nile Red lipid (TAG) fluorescence; cells loaded with 200 µM oleic acid. inhibition, % at 12.5 µM. hit rate 0.66% among 230,000. AID 651582, 2012;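 active means pattern-corrected inhibition of lipid staining of at least 50% with the nuclear-stain viability signal not falling by more than 50%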;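 further: 0% = DMSO wells and 100% = triacsin C control wells; some results filed as inactive read as strong as hits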
H9c2 TAG inh DAPI viability: further read-out of H9c2 TAG inh, marked with its call; DAPI nuclei signal change (viability), lower = more cytotoxic, %;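 whole-well DAPI fluorescence read on a plate reader as a viability signal; minus 50 percent equals half of cells still viable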
An asterisk follows results filed as active.

Sequence of screens – H9c2 TAG inh, H9c2 TAG inh DAPI viability
CCOC(=O)C1=C(COC(=O)CCOc2ccc(C)cc2)NC(=O)NC1C (configuration not stated)
→ 6.6, 0.2
Cc1cc2oc(=O)cc(COC(=O)c3n[nH]c4ccccc34)c2cc1C
→ -3.2, 16.1
CCN(CC)C(=O)CC(c1ccc2c(c1)OCO2)c1c(OC)cc(OC)c2ccc(=O)oc12 (configuration not stated)
→ -17.5, 3.0
CCOC(=O)CC(NCc1ccc(OC)c(OCC)c1)c1ccc(C)cc1 (configuration not stated)
→ -10.5, 10.6
CCOc1ccc(CC2NCCc3cc(OCC)c(OCC)cc32)cc1OCC (configuration not stated)
→ 0.8, 8.3
COc1cc(/C=C/C(=O)c2ccc(C)c([N+](=O)[O-])c2)cc(OC)c1O
→ -2.0, -1.5
Cc1ccsc1CN(C)C(=O)CN1C(=O)NC2(CCCCC2C)C1=O (configuration not stated)
→ -12.7, -0.7
Cc1cc(C)c(Nc2ncccc2C(=O)O)c(C)c1
→ -29.0, -6.2
CSc1cccc(N2CC(C(=O)NCCN3C(=O)S/C(=C\c4cccnc4)C3=O)CC2=O)c1 (configuration not stated)
→ 10.6, -3.2
CCn1c(C(=O)NC(C)c2ccc3c(c2)OCCO3)cc2sccc21 (configuration not stated)
→ 17.7, 6.2
COC(=O)/C(N=Nc1cccc(C(F)(F)F)c1)=C(\C)O
→ 7.0, 5.9
COc1cccc(-c2cc3nc4c(c(NCC(C)(C)CN(C)C)n3n2)CCCC4)c1
→ 31.5, 50.8
NC(=O)[C@@H]1CCCN1Cc1nc(-c2ccccc2)no1
→ -6.7, 15.3
Cc1cc(C(=O)NP(=O)(N2CC(C)OC(C)C2)N2CC(C)OC(C)C2)c(C)n1C1CC1 (configuration not stated)
→ 4.0, -0.1
COc1ccc2c(c1)c(C(=O)CNc1nc(C)cs1)c(C)n2C
→ -2.1, 5.0
CCCOC(=O)NC1C(NC(=O)OCCC)N(C)C(=O)N1C (configuration not stated)
→ -4.7, -5.1
COc1ccc(CCNC(=O)CC2SC(N)=NC2=O)cc1OC (configuration not stated)
→ 5.2, 5.5
CCN1CCN(C(=O)c2ccc(C)c(S(=O)(=O)Nc3cccc(C)c3)c2)CC1
→ 2.6, 4.0
COc1ccc(-c2csc(-c3cccs3)n2)c(OC)c1
→ -15.3, 24.3
Cc1ccc(NC(=O)N2CCCCCC2)cc1
→ -0.3, 0.0
Cn1c(C(=O)N2CCN(c3ccc(Cl)cc3)CC2)cc2c(=O)[nH]c3ccccc3c21
→ 4.7, -7.6
CCC(C)c1ccccc1NC(=O)c1cc2cccc([N+](=O)[O-])c2[nH]1 (configuration not stated)
→ 28.9, -8.5
Cn1nc(C(C)(C)C)cc1NC(=O)C1(C)CCN1C(=O)CC(c1ccccc1)c1ccccc1 (configuration not stated)
→ -3.2, -7.8
CC(C)c1cccc(-c2csc(C(O)c3ccc(F)c(F)c3)n2)c1 (configuration not stated)
→ -44.5, 1.2
COc1ccc(C[C@H]2CN3C(=NC[C@@H]3C(C)C)N2CCNC(=O)CCC2CCCCC2)cc1
→ 42.0, -0.9
C=CCN(c1ccccc1)S(=O)(=O)c1cccc(C(=O)Nc2cc(C)ccn2)c1
→ 3.8, -8.6
Nc1ccc(SCC(=O)Nc2cccc([N+](=O)[O-])c2)cc1
→ -5.4, -15.1
COc1cc(NC(=O)C2(C)CCN2C(C)C)cc(OC)c1OC (configuration not stated)
→ -2.2, -9.0
CCCOc1ccc(-c2csc3ncn(Cc4ccc(C(=O)O)cc4)c(=O)c23)cc1
→ -11.8, -3.7
Cc1ccc(S(=O)(=O)NNC(=O)c2cccc(O)c2)cc1
→ 2.4, -5.2
COCC(=O)Nc1ccccc1C(=O)Nc1ccc(OC)cc1
→ 14.8, -12.5
O=C(CCSc1nc(-c2ccco2)cc(C(F)(F)F)n1)NCC1CCCO1 (configuration not stated)
→ -2.3, -6.3
COc1cc2c(c(OC)c1OC)-c1ccc(OC)c(=O)cc1[C@@H](NC(C)=O)CC2
→ 36.7, -23.3
COc1cc(C(C)=O)ccc1OCC(O)CN1CCN(c2cc(C)cc(C)c2)CC1 (configuration not stated)
→ -3.1, 13.2
CC1(C)c2[nH]c3ccccc3c2C[C@@H]2C(=O)N(c3cc(F)ccc3F)C(=O)N21
→ -4.2, -0.8
O=C(NC1CCCCC1)c1n[nH]c2c1CC(c1ccccc1)CC2 (configuration not stated)
→ 31.1, 1.3
CN(Cc1cc2ccccc2[nH]c1=O)C(=O)c1cccs1
→ -1.0, 0.4
Cc1cccc(OCC(=O)N(C)c2c(N)n(Cc3ccccc3)c(=O)[nH]c2=O)c1C
→ -16.1, -3.2
CN(Cc1ccccn1)Cc1nc(COc2ccccc2)no1
→ -9.2, -0.4
CCCn1cnc2c(=S)nc(N)[nH]c21
→ 7.8, -7.2
CCN1C(=O)CC(C(=O)OC)=C1C
→ -1.9, 7.1
CC1(C(=O)NS(=O)(=O)C2CC2)CCN(C(=O)c2ccc3c(c2)OCO3)C1 (configuration not stated)
→ -5.6, -4.7
CC1CCCC(NC(=O)COC(=O)c2cccc(NS(=O)(=O)/C=C/c3ccccc3)c2)C1C (configuration not stated)
→ -3.5, 10.4
COc1ccc(NC(=O)Cc2ccc(Cl)c(Cl)c2)cn1
→ 5.4, -16.9
CN(C)C(CNC(=S)Nc1cccc(Cl)c1)c1cccnc1 (configuration not stated)
→ -10.9, 4.1
Cc1ccc(C(=O)O/N=C(\N)c2ccccn2)cc1C
→ -2.9, 4.1
Cc1ccc(-n2nc3c(c2NC(=O)/C=C\c2ccc4c(c2)OCO4)CSC3)cc1
→ 2.0, -5.7
O=C(Nc1ncccn1)c1ccc([N+](=O)[O-])o1
→ 96.2, -72.5
Cc1cccc(NC(=S)NNC(=O)COc2ccc(Cl)cc2Cl)c1
→ -6.6, 8.1
CCCOc1cccc(C2C(C(=O)c3ccc(C)o3)=C(O)C(=O)N2c2nc(C)c(C(C)=O)s2)c1 (configuration not stated)
→ 18.0, -1.1
CCCC(CCC(=O)Nc1ccc(C(=O)OCC)cc1)C(=O)O (configuration not stated)
→ -8.5, 5.2
CC(OC(=O)c1ccc(Cl)nc1)C(=O)N1CCc2ccccc21 (configuration not stated)
→ -24.7, 3.9
CCOc1ccccc1NC(=O)C(c1ccccc1)N1CCN(CC(=O)N2CCCC2)CC1 (configuration not stated)
→ -38.9, 3.7
O=C(Cn1c(O)c(/C=C2\C=Nc3ccc(Br)cc32)sc1=O)N1CCCC1
→ 0.1, -0.5
COC(=O)COc1nc(C)c2c(c1C#N)CC(C)(C)OC2
→ -2.2, 7.3
COc1ccc(C2=NN(C(=O)CSc3nccn3C)C(c3ccco3)C2)cc1 (configuration not stated)
→ 0.4, 1.7
CCCCCSc1nc2c(c(=O)[nH]c(=O)n2C)n1CCc1ccccc1
→ 10.5, -0.4
COc1ccc(C(=O)NC(C)c2cnn(-c3ccccn3)c2C)o1 (configuration not stated)
→ -20.1, 11.7
Cc1occc1-c1nnc(SCC(=O)NC2(C#N)CCCC2)n1C
→ -4.9, -5.3
CC(=O)N1CCN(CC(=O)Nc2cccc(S(=O)(=O)N3CCCCC3)c2)CC1
→ -8.8, 5.1

More records.
Sequence of screens – H9c2 TAG inh, H9c2 TAG inh DAPI viability
COc1ccc(S(=O)(=O)NCCc2c[nH]c3ccc(Cl)cc23)cc1
→ 2.5, 8.6
COC(=O)c1ccc(N2CCN(C)CC2)c(NC(=O)c2cc3ccccc3o2)c1
→ 41.2, 16.9
CCNC(=O)c1c(NC(=O)c2cc(-c3cc(C)cc(C)c3O)n[nH]2)sc2c1CCCC2
→ 46.7, 92.7
O=c1c2oc3ccccc3c2ncn1Cc1cccc(Cl)c1
→ 1.1, 16.9
Cc1ccc(NC(=O)CSc2nnc3ccccn23)c(Cl)c1
→ -13.3, 5.2
O=C(Cc1ccc(Cl)cc1Cl)Nc1ccncc1
→ -14.3, -1.5
OC(COc1c(Br)cc(Br)cc1Br)CN1CCOCC1 (configuration not stated)
→ -1.0, 2.6
CCOC(=O)C(=O)Nc1cc(C)on1
→ -0.6, 5.0
Cc1ccc(CC2CC(=O)N(c3nc(C)cc(C)n3)C2=O)cc1 (configuration not stated)
→ 9.9, -5.5
CCCCCCCc1nc2sc3c(c2c(=O)n1N)CC(C)(C)OC3
→ -17.5, 7.8
CSc1cccc(CNC(=O)C2CCC(=O)N(CC3CCCCC3)C2)c1 (configuration not stated)
→ 13.9, -6.8
CC1CCCC(C)N1C(=O)COC(=O)CNS(=O)(=O)c1ccc2ccccc2c1 (configuration not stated)
→ 2.1, -12.2
COc1ccc(CC2(CO)CCN(Cc3cnn(C)c3C)CC2)cc1
→ -13.1, 14.4
O=C(Cc1ccc(Cl)cc1)c1c[nH]c(C(=O)NCCCN2CCOCC2)c1
→ 14.3, -10.5
CC(C)=C(NC(=O)c1ccccc1Cl)C(=O)NCCc1nc2ccccc2[nH]1
→ -1.1, 2.2
OC[C@H]1O[C@@H](O[C@@H]2[C@@H](CO)O[C@@](O)(CO)[C@H]2O)[C@H](O)[C@@H](O)[C@H]1O
→ -9.8, 3.8
COc1ccc(S(=O)(=O)NCCCn2ccnc2)cc1Cl
→ 10.0, -5.3
O=C(Nn1c(-c2ccc(F)cc2)nc2ccccc2c1=O)c1cccnc1
→ -4.1, -4.4
CCn1cc(/C=C(\NC(=O)c2ccc(OC)c(OC)c2)C(=O)NCCCO)c2ccccc21
→ 5.9, -10.4
CC1CCN(C(=O)c2cccc(S(=O)(=O)N3CCN(c4ccccc4)CC3)c2)CC1
→ -21.7, 3.7
O=C(COC(=O)/C=C/c1cccc(C(F)(F)F)c1)NCc1ccco1
→ 0.7, -5.6
CC(C)(CC(=O)O)CC(=O)Nc1ccc(Cl)c(Cl)c1
→ -8.5, 12.3
COc1ccccc1NC(=O)N1CCCC1C(=O)NCc1ccccc1 (configuration not stated)
→ 17.1, -4.5
O=[N+]([O-])c1c(NCc2ccco2)ncnc1NCc1ccco1
→ 4.9, 2.9
COC(=O)c1ccc(NC(=O)c2ccccc2)o1
→ 8.4, 9.4
CCCCOc1ccc([N+](=O)[O-])cc1C(=O)O
→ -14.2, 10.1
O=S(=O)(c1ccccc1)c1cnc2ccccc2c1
→ -7.1, -1.4
COc1ccc(N2CCN(C(=O)c3ccc4c(c3)CC(c3ccccc3)OC4=O)CC2)cc1 (configuration not stated)
→ -19.9, -7.7
Cc1cc(C)nc(N2N=C(C(F)(F)F)CC2=O)n1
→ -6.9, -2.6
CC1CCc2sc(C(=O)N(C)CC(=O)Nc3cccc(F)c3)cc2C1 (configuration not stated)
→ -4.4, 3.8
Cc1ccc(Nc2c(-c3ccc(N4CCOCC4)cc3)nc3ncccn23)cc1C
→ -8.8, 6.9
COc1ccc(N2CCN(CCC(N)=O)CC2)cc1
→ 8.9, -8.9
CCOc1ccc(N(CC(=O)O)S(=O)(=O)c2ccc(OC)c(OC)c2)cc1
→ -5.0, 5.1
O=S(=O)(c1ccc(Cl)cc1)N1CCCN(c2nc3ccc(Cl)cc3s2)CC1
→ -17.4, 13.1
O=C(CN1CCCCC1)Nc1ccc(N2CCCCCC2)cc1
→ 3.1, 8.4
CCCN(CCC)CC(O)CN(c1ccccc1)S(=O)(=O)c1ccc(C)cc1 (configuration not stated)
→ 0.2, -9.3
C=CCn1c(Cc2ccc(OC(C)C)c(Cl)c2)nnc1SCC(N)=O
→ -4.3, 9.2
C[C@@H]1CN([C@H](C)CO)C(=O)c2cc(Br)cnc2O[C@H]1CN(C)C
→ 9.4, -5.4
Cn1c(=O)c2c(nc(Cl)n2CC(=O)N2CCCCC2)n(C)c1=O
→ 6.2, -18.2
CCc1nc2sc3c(O)cc(=O)[nH]c3c2cc1C
→ -13.5, -3.9
O=C(O)CCN1C(=O)C2CCCCC2C1=O (configuration not stated)
→ -0.7, 1.3
C[C@H](CO)N1C[C@H](C)[C@@H](CN(C)C(=O)Nc2ccccc2)Oc2ncc(C#CC3CCCCC3)cc2C1=O
→ -12.8, -2.6
CCOc1ccc(S(=O)(=O)NC2CC2)cc1C(N)=O
→ 0.1, 0.7
CCN1C(=O)/C(=C\N(C)C)S/C1=N\S(=O)(=O)c1ccccc1
→ -5.4, -3.2
O=C(NN1C(=O)C2C(C1=O)C1C=CC2C12CC2)c1ccncc1 (configuration not stated)
→ -1.8, -6.6
CC(OC(=O)c1cc[n+]([O-])cc1)C(=O)NCc1ccccc1 (configuration not stated)
→ 6.4, -0.7
CC(C)c1ccc(/C=N/n2cnnc2)cc1
→ -5.2, 1.5
COC(=O)[C@H](Cc1ccccc1)NC(=O)Cn1ccc(NC(=O)OCc2ccccc2)nc1=O
→ -11.1, -6.8
O=C(Nc1ccc(N2CCOCC2)cc1N1CCOCC1)c1cccs1
→ 14.6, -5.5
CCCC1(CCC)NC(=O)N(CC(=O)N2CCN(C(=O)c3ccco3)CC2)C1=O
→ 1.2, -1.9

Given in CSV form: 7 of the compounds above.
mol,H9c2 TAG inh,H9c2 TAG inh DAPI viability
O=C(Nc1ccc(N2CCOCC2)cc1N1CCOCC1)c1cccs1,14.6,-5.5
C[C@H](CO)N1C[C@H](C)[C@@H](CN(C)C(=O)Nc2ccccc2)Oc2ncc(C#CC3CCCCC3)cc2C1=O,-12.8,-2.6
COC(=O)[C@H](Cc1ccccc1)NC(=O)Cn1ccc(NC(=O)OCc2ccccc2)nc1=O,-11.1,-6.8
O=C(O)CCN1C(=O)C2CCCCC2C1=O (configuration not stated),-0.7,1.3
CC(OC(=O)c1cc[n+]([O-])cc1)C(=O)NCc1ccccc1 (configuration not stated),6.4,-0.7
CCN1C(=O)/C(=C\N(C)C)S/C1=N\S(=O)(=O)c1ccccc1,-5.4,-3.2
CCOc1ccc(S(=O)(=O)NC2CC2)cc1C(N)=O,0.1,0.7

The list is partial; count on the stated rates, not on these rows.
